# JMJD2A Tudor: JMJD2A Tudor domain (human) inhibition. 390,000 tested, 4.4% active. AlphaScreen JMJD2A-Tudor / H3K4me3 peptide binding. O75164. AID 504339. Potency, µM (series often up to 114 µM), for inactives: at the top dose activity change, negative = inhibition, usual class: inhibitors; further: potency means the concentration at half of the fitted maximal effect; on the % scale 0 is the no-effect control and ±100 the full control effect; nearly all actives have a fitted effect of over 50% in size
# POLH inh: inhibitors of human DNA polymerase eta; recombinant Pol eta, fluorescent DNA replication assay; Potency, µM (highest dose often 114 µM), without a hit: at the top dose activity change, negative = inhibition, most hits filed as inhibitors; 390,000 tested, 1.2% active; further: potency means the concentration at half of the fitted maximal effect; on the % scale 0 is the no-effect control and ±100 the full control effect
# Target sequence (Q9Y253 whole entry, looked up): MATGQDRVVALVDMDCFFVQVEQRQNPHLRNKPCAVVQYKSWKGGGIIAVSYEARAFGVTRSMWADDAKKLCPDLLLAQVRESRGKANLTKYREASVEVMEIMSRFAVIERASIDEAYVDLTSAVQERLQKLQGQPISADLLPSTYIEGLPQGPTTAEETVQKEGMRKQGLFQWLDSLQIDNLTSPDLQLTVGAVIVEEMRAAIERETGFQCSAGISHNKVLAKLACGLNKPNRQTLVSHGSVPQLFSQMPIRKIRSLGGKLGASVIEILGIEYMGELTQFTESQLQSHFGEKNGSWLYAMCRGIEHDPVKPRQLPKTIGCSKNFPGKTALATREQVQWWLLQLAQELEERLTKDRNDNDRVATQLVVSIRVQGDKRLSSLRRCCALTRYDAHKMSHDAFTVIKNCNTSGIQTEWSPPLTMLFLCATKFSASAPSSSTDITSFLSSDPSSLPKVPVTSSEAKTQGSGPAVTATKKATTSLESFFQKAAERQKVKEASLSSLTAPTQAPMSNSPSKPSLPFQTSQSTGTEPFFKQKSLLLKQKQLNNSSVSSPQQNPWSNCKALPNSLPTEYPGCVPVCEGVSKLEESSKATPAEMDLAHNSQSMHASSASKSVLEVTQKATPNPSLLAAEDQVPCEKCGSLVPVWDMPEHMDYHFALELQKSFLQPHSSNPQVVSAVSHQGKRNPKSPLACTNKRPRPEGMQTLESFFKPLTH
#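 Pol eta (10 nM) was preincubated with compounds for 15 min at room temperature, after which fluorescent replication substrate (50 nM final) was added to start the reaction. Fluorescence was read kinetically at 0 and 10 min.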
# HP1b binding inh: inhibitors of HP1-beta chromodomain binding to methylated histone tails; AlphaScreen HP1-beta / biotin-H3K9me3 peptide binding; Potency, µM (titrated, usually from 114 µM), for the others: at the top dose activity change, negative = inhibition, hits mostly inhibitors; 390,000 tested, 0.56% active; AID 540317; further: potency means the concentration at half of the fitted maximal effect; nearly all actives have a fitted effect of over 70% in size; inactives centre near 23
#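 AlphaScreen: HP1-beta (50 nM) preformed 30 min with biotin-H3(1-18)K9me3 peptide (50 nM) in PBS pH 7.4, 0.01% Tween-20. Compound added for 30 min at RT, then streptavidin donor/nickel chelate acceptor beads (10 ug/mL) for 30 min.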
# GLS inh: inhibitors of human glutaminase (GLS); 410,000 tested, 0.21% active; Potency, µM (series often up to 45.5 µM), inactives show at the highest dose activity change, negative = inhibition, most hits filed as inhibitors; GLS enzymatic activity, qHTS titration; AID 624170; O94925; further: potency means the concentration at half of the fitted maximal effect; on the % scale 0 is the no-effect control and ±100 the full control effect
#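 hKGA in 45 mM KH2PO4 pH 8.2, 0.02% Tween-20 with pin-transferred compounds; 1 mM L-glutamine (stock) plus glutamate oxidase/HRP/Amplex Red coupling added. Fluorescence read initially and after 30 min at RT.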
# Pin1 inh: human Pin1 inhibition. 390,000 tested, 0.009% active. Pin1 FP peptide displacement, HiFluor488, 10 min. Q13526. Potency, µM (top dose mostly 115 µM), without a hit: at the top dose activity, negative = inhibition, usual class: inhibitors. AID 504891; active means well fitted inhibition curve with a large enough effect in the polarisation, with a control signal flat, not every such curve was filed as active; inconclusive means small, poorly fitted or top-dose-only effect, or effect the other way, or a change in a side signal; inactive means no such curve, though single readings can be large or run the other way; the % refers to the polarisation; further: potency means the concentration at half of the fitted maximal effect; on the % scale 0 is the no-effect control and ±100 the full control effect
# Tb PGK inh: T. brucei PGK inhibition; PGK/GAPDH coupled, Kinase-Glo luminescence, 60 min; Potency, µM (series often up to 57.5 µM), for the others: at the top dose activity change, negative = inhibition, hits mostly inhibitors; P07378; AID 602233; 380,000 tested, 0.043% active; further: potency means the concentration at half of the fitted maximal effect; on the % scale 0 is the no-effect control and ±100 the full control effect; nearly all actives have a fitted effect of over 60% in size
#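 Recombinant glycosomal PGK reaction used 1,3-bisphosphoglycerate generated in-well by GAPDH (100nM final) in 100mM TEA pH 7.6, 5mM MgCl2, 0.01% Tween-20. After 60 minutes at room temperature, ATP was read by Kinase-Glo Plus luminescence end-point.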
# BAZ2B inh: inhibitors of human BAZ2B bromodomain; Q9UIF8; AlphaScreen BAZ2B-H3K14Ac peptide displacement; Potency, µM (titrated, usually from 114 µM), for the others: top-dose activity change, negative = inhibition, most hits filed as inhibitors; 360,000 tested, 4.4% active; further: potency means the concentration at half of the fitted maximal effect; on the % scale 0 is the no-effect control and ±100 the full control effect; nearly all actives have a fitted effect of over 60% in size
#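 In this displacement format the biotinylated H3(5-23) peptide acetylated at Lys14 serves as ligand at 50 nM, with BAZ2B at 50 nM in PBS pH 7.4 containing 0.01% Tween-20. Donor and acceptor beads are 10 ug/mL final.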
# G9a inh: blocks human histone lysine methyltransferase G9a | G9a H3K9 monomethylation, AlphaScreen, 2 h | Potency, µM (doses to about 102 µM), inactives show at the highest dose activity, negative = inhibition, hits mostly inhibitors | 350,000 tested, 8.8% active | AID 504332; further: potency means the concentration at half of the fitted maximal effect; on the % scale 0 is the no-effect control and ±100 the full control effect; nearly all actives have a fitted effect of over 75% in size
# Target sequence (Q96KQ7 913-1193 limits assumed): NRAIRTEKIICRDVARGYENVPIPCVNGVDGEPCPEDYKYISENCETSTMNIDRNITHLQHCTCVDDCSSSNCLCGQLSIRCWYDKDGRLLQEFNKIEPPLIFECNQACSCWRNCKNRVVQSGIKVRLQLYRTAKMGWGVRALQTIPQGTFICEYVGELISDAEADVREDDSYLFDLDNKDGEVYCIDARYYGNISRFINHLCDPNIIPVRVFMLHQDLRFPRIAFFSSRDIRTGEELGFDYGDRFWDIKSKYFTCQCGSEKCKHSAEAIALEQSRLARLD
#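 Quantitative HTS format: methyltransferase activity on a biotin-tagged H3K9 peptide is measured by AlphaScreen, using a rabbit anti-monomethyl-H3K9 antibody with streptavidin donor and anti-IgG acceptor beads. Final levels are 20 nM enzyme, 500 nM peptide, 20 uM SAM; 2 h RT.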
# PI4K2A block: blocks human PI4K2A kinase activity; Q9BTU6; activity change, negative = inhibition, % at 76.9 µM; 420,000 tested, 0.13% active; purified PI4K2A, ADP-Glo luminescence, 1 h; hits give low values; in the data active means activity change below about -50%; inconclusive means mostly about -30% to -49%;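 further: -100% = wells without enzyme as full effect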
#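 Compounds are screened against recombinant PI4K2A using PI as substrate and ATP, the latter dispensed at 300 microM. Reactions run one hour at ambient temperature before ADP-Glo detection; full inhibition defined by wells lacking enzyme.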
# Numbers without * were called inactive; i = inactive; ? = inconclusive; nt = not tested or not shown; [ ] = remark or other dose. Unless noted, the call rests on the fitted dose curve; in most records, active means well fitted curve in the direction sought with a large enough effect; inconclusive means small, poorly fitted or top-dose-only effect, or another doubt; inactive means no such curve, though single readings can be large; an effect the other way counts as inactive or inconclusive. The list is partial (hit frequency here may not be typical).
SMILES,JMJD2A Tudor,POLH inh,HP1b binding inh,GLS inh,Pin1 inh,Tb PGK inh,BAZ2B inh,G9a inh,PI4K2A block
CC(=O)N1CCN(C2=Nc3cccc4cccc2c34)CC1,-11%,-12%,25%,-13%,?,-7%,6%,-6%[59 µM],-9
CCOC(=O)c1cc[nH]c1C,-18%,-1%,43%[activator],3%,-6%,-7%,-20%,-1%,1
Cc1ccc(C)c(CNC(=O)c2sc3ncnc(N(C)C4CCCCC4)c3c2C)c1,-13%,nt,30%[activator],4%,23%,nt,-1%,2%[59 µM],-4
COc1ccc(C)cc1NC(=O)c1c2c(nc3ccccc13)C(=O)N(C1CCCCC1)C2,-34%,-14%,3%,-5%,?,2%,?,-2%[59 µM],-6
CCCCOc1ncnc2c1[nH]c1ccc(F)cc12,-15%,-1%,19%,15%,16%,-4%,-1%,-34%[59 µM],0
O=C(COc1ccc([N+](=O)[O-])cc1)NCc1ccncc1,0%[57.1 µM],-6%,38%,7%,-2%,12%,-15%,-4%,0
Cn1c(COc2ccccc2)nnc1SCC(=O)NNC(=O)C1CCCCC1,-14%,-12%,32%,-7%,-2%,i,3%,nt,-4
CC(=O)NCCn1c(SCC(=O)OCc2ccccc2)nc2ccccc2c1=O,-14%,-2%,25%,-9%,2%,-5%,5%,11%[59 µM],0
CC(C)C(=O)N(Cc1cc2ccccc2[nH]c1=O)C(C)C,-8%,-6%,34%[activator],-1%,6%,-2%,1%,-1%,-2
CN1C(=O)N(CC(=O)Nc2nccs2)C(=O)C12CCCCC2,3%,-5%,28%,-1%,-5%,9%,4%,-1%[2.33 µM],2
O=C(NCc1ccc(F)cc1)c1ccc(CS(=O)(=O)Cc2ccc(F)cc2)o1,-9%,-3%,19%,10%,-1%,-10%,-3%,-11%,8
CCCNC(=O)CCc1nnc2ccc(N3CCC(C)CC3)nn12,-5%,-12%,24%,1%,2%,-1%,7%,26%,-1
CC1CCCC(C)N1CCCNC(=O)c1ccc2c(c1)NC(=O)c1ccccc1S2 (centres undefined),-8%,-9%,7%,-4%,1%,-7%,-18%,-17%[59 µM],1
O=C(NCCc1ccc(Cl)cc1)c1ccc(S(=O)(=O)N2CCCC2)cc1,-10%,-15%,3%,0%,-2%,-1%,8%,?,0
Fc1cc(Cl)ccc1NC(=S)NCCN1CCOCC1,0%,-19%,43%[activator],1%,1%,13%,-11%,-40%,3
Cc1ccc(S(=O)(=O)/N=C(/NC(=S)Nc2c(C)n(C)n(-c3ccccc3)c2=O)c2ccccc2)cc1,-1%,-15%,13%,17%,2%,6%,2%,?,-3
O=C(Nc1cc(C(=O)N2CCN(c3ccccc3)CC2)ccc1Cl)c1cccs1,-35%,-19%,-5%,-1%,-11%,1%,nt,nt,1
Cc1csc(NC(=O)CSc2ccc3nnc(CCNS(=O)(=O)c4ccccc4)n3n2)n1,-6%,-15%,21%,-9%,7%,-7%,-4%,12%[59 µM],2
COc1cc2c(cc1OC)C(c1cc(Br)ccc1F)N(C(=O)CCl)CC2 (centres undefined),?,-3%,21%,-2%,-8%,i,-15%,?,5
COc1ccc(N2CCC(N3CCN(C)C(CCO)C3)CC2)cc1 (centres undefined),-3%,-10%,55%[activator],54%[activator],5%,i,12%,nt,1
COc1cc(N(C)C)c([N+](=O)[O-])cc1C(=O)NC(C)CNc1ccc([N+](=O)[O-])cc1Cl (centres undefined),-18%,-19%,36%[activator],3%,-2%,-2%,-31%,?,0
COc1ccc(NC(=S)Nc2ccccc2Cl)cn1,-3%,-25%,30%,22%,-9%,5%,-13%,-28%,1
COc1ccc(S(=O)(=O)Nc2ccc(S(=O)(=O)N3CCCCC3)cc2)cc1C,-10%,-1%,2%,3%,-2%,-8%,-29%,nt,0
Clc1ccc(Nc2ccc(NCc3ccccc3)nn2)cc1,?,-21%,-20%,11%,11%,-4%,?,?,-4
O=C(Oc1ccccc1C(=S)N1CCCCC1)c1cc([N+](=O)[O-])cc([N+](=O)[O-])c1,?,-13%,-62%,5%,-3%,-2%,?,3.5µM*,-3

# 2 compounds picked at random from the list so far, as already listed:
SMILES,JMJD2A Tudor,POLH inh,HP1b binding inh,GLS inh,Pin1 inh,Tb PGK inh,BAZ2B inh,G9a inh,PI4K2A block
CC1CCCC(C)N1CCCNC(=O)c1ccc2c(c1)NC(=O)c1ccccc1S2 (centres undefined),-8%,-9%,7%,-4%,1%,-7%,-18%,-17%[59 µM],1
CC(=O)N1CCN(C2=Nc3cccc4cccc2c34)CC1,-11%,-12%,25%,-13%,?,-7%,6%,-6%[59 µM],-9

# Printed as active in G9a inh, of those listed so far:
SMILES,JMJD2A Tudor,POLH inh,HP1b binding inh,GLS inh,Pin1 inh,Tb PGK inh,BAZ2B inh,G9a inh,PI4K2A block
O=C(Oc1ccccc1C(=S)N1CCCCC1)c1cc([N+](=O)[O-])cc([N+](=O)[O-])c1,?,-13%,-62%,5%,-3%,-2%,?,3.5µM*,-3

# Following part
SMILES,JMJD2A Tudor,POLH inh,HP1b binding inh,GLS inh,Pin1 inh,Tb PGK inh,BAZ2B inh,G9a inh,PI4K2A block
COc1ccc(N(CC(=O)Nc2ccc3c(c2)OCCO3)S(=O)(=O)c2cccc(C)c2)cc1,?,-10%,19%,-6%,10%,-3%,1%,-33%,-1
C=CCN(CC=C)C(=O)C1CC(=O)N(c2ccc(Br)cc2)C1 (centres undefined),-22%,-6%,15%,4%,-2%,-9%,-1%,17%[59 µM],-5
NC(=O)C1CC(=O)N(c2ccc(OCc3ccc(Cl)cc3)cc2)C1 (centres undefined),?,-9%,13%,?,-2%,nt,1%,22%,0
CCCCCCC(O)(c1ccccc1)C(CN1CCOCC1)c1ccccc1 (centres undefined),10%,-19%,41%[activator],-4%,-3%,-1%,9%,12%,6
Cc1nnc(SCc2nnc(-c3cccs3)o2)s1,-10%,-8%,22%,-6%,-1%,-8%,-29%,-17%,5
COCCn1ccc2c(OCC(=O)Nc3c(C)cc(C)cc3C)cccc2c1=O,-2%,-5%,17%,-9%,-4%,i,-10%,8%[59 µM],-10
COc1cccc(C2=NOC(C(=O)NC(C)C)C2)c1 (centres undefined),-8%,-16%,12%,-2%,-4%,i,-8%,-10%[12.7 µM],5
Cc1cc(=O)n(C)c(=O)n1CCCCCCN1CCCC1,3.2µM*,-11%,?,5%,-15%,-6%,?,11µM*,1
CCC(c1nnnn1Cc1ccco1)N(Cc1ccccc1OC)Cc1cc2cc(C)ccc2[nH]c1=O (centres undefined),?,-8%,-2%,0%,17%,-3%,3%,-6%[59 µM],-16
COc1ccccc1C(CNC(=O)c1oc2ccccc2c1C)N1CCCC1 (centres undefined),-26%,1%,0%,8%,15%,-2%,-26%,5%[12.7 µM],4
CCOc1ccc(N(CC(=O)NCCSc2ccccn2)S(=O)(=O)c2ccc(Cl)cc2)cc1,-11%,-15%,33%[activator],-6%,7%,-6%,-1%,?,1
COCCN1C(=O)c2[nH]nc(-c3cc(C)ccc3O)c2C1c1ccc(C(C)C)cc1 (centres undefined),-27%,-25%,44%[activator],-7%,0%,-6%,-18%,4%[59 µM],1
Cc1ccc(Nc2nc(N)nc(CSc3ncccn3)n2)cc1,-6%,0%,6%,15%,?,2%,11%,11%[59 µM],-1
CC(=O)C1=NN(c2ccccc2)C2(S1)S/C(=C\c1ccccc1)C(=O)N2c1ccccc1 (centres undefined),-17%,-20%,14%,-5%,5%,-4%,-11%,?,-1
CN(C)S(=O)(=O)c1cccc(NC(=O)CSc2nc3c(cc2C#N)C(=O)CC(C)(C)C3)c1,-14%[57.1 µM],-13%,41%[activator],10%,21%,-8%,10%,-15%,-4
CC1CCN(S(=O)(=O)c2ccc3c(c2)CCN3C(=O)C2CCC2)CC1,?,-5%,21%,27%,-8%,i,-7%,22%,-5
N#C/C(=C1/CCCCCN1)c1nc2ccccc2[nH]1,-21%,4%,9%,8%,-9%,-5%,16%,-34%[59 µM],0
CC1=C(/C=N/Nc2ccc([N+](=O)[O-])cc2[N+](=O)[O-])C(C)(C)CCC1,2.8µM*,-5%,8.9µM*,2%,-1%,1%,3.5µM*,20µM*,-1
Cc1cc(SCc2ccc(Cl)c(Cl)c2)nc(=O)[nH]1,-14%,-2%,20%,2%,6%,-5%,-12%,-1%[0.501 µM],-1
CCN(Cc1ccccc1)C(=O)c1cc(S(=O)(=O)N2CCOCC2)ccc1N1CCCC1,-14%,-8%,10%,17%,-13%,6%,7%,?,0
CCN(CC)CCn1c(/N=C/c2cc(Br)ccc2O)nc2ccccc21,-21%,-11%,11%,8%,6%,0%,-19%,?,-2
COc1ccc(S(=O)(=O)c2ccc(OC)c(OC)c2)cc1OC,-15%,-6%,29%,12%,1%,3%,-4%,?,1
C/C=C(\C)C(=O)OC1c2c(ccc3ccc(=O)oc23)OC(C)(C)C1OC(C)=O (centres undefined),-11%,-14%,27%,0%,0%,-8%,-3%,0%[59 µM],5
Cc1cccc(C(=O)NNC(=S)NC(=O)c2cccs2)c1,-35%,4%,5%,-20%,-9%,-6%,-16%,?,-9
Cc1cc(C)c(OCC(=O)OC(C)C(=O)NCc2ccccc2)c(C)c1 (centres undefined),-19%,-14%,31%,1%,-7%,-3%,1%,?,-2
O=C1CCCN1C(=O)COc1ccccc1[N+](=O)[O-],-11%,-1%,7%,4%,2%,-6%,-12%,?,1
O=C(Nc1ccncc1)C1CCN(S(=O)(=O)c2c(Cl)cccc2Cl)CC1,-15%,-12%,11%,14%,-2%,7%,5%,8%[0.501 µM],2
O=S(=O)(c1ccc(SCc2ccccc2)nc1)N1CCCCCC1,88%[activator],-8%,146%[activator],-2%,0%,4%,84%[activator],-5%[12.7 µM],-4
O=[N+]([O-])c1cc(S(=O)(=O)N2CCCC2)ccc1N/N=C/c1cccnc1,-12%,-7%,29%,7%,1%,6%,-2%,15%[59 µM],1
